# GLD-1 RNA inh: GLD-1-TGE RNA interaction inhibition (C. elegans). AID 2280. purified GLD-1 + fluorescein TGE RNA, fluorescence polarization. inhibition, % at 5.96 µM. Q17339. 320,000 tested, 0.44% active;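 active = percent inhibition above a per-plate cutoff, the plate mean of test compounds plus 3 SD, cut at about 30% in these data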;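 also: 0% = DMSO wells with GLD-1 and probe and 100% = wells lacking GLD-1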
# Bcl-xL primary: blocks human Bcl-xL binding to Bim BH3 peptide. inhibition, % at 10.9 µM. Q07817. 320,000 tested, 0.7% active. GST-Bcl-xL / FITC-Bim BH3 peptide fluorescence polarization;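 active = inhibition above the mean of all tested compounds plus 3 SD, cutoff set per campaign, cut at about 30% in these data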;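 also: 0% = DMSO wells and 100% = unlabeled Bim-BH3 peptide competitor; inhibitors lower millipolarization by displacing the labeled peptide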
# Target sequence (Q07817 whole entry, looked up): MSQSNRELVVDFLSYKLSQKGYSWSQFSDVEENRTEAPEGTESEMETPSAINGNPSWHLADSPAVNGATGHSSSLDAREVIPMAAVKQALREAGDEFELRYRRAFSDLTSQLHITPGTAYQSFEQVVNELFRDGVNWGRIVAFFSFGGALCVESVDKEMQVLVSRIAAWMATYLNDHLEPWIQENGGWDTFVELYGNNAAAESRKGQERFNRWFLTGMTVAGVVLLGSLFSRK
# PME-1 inh: blocks human protein phosphatase methylesterase 1 | Q9Y570 | recombinant PME-1, FP-Rh probe fluorescence polarization | inhibition, % at 5.9 µM | 320,000 tested, 0.53% active;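 active = inhibition above the campaign mean of all compounds plus 3 SD, cut at about 26% in these data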;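 also: competitive labeling of PME-1 active site by serine hydrolase directed probe; 0% = PME-1 with DMSO and 100% = wells lacking PME-1 enzyme; inhibitors block probe labeling so polarization falls and inhibition rises; many of its hits are not listed in these tables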
# GSTO1 counter: counter-screen for RBBP9 inhibitors: inhibitors of human GSTO1. P78417. 300,000 tested, 1.1% active. inhibition, % at 5.96 µM. recombinant GSTO1, activity-based probe fluorescence polarization;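 active = inhibition above the campaign mean inhibition plus 3 SD, cut at about 35% in these data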;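 also: 0% = GSTO1-1 with DMSO and 100% = wells lacking GSTO1-1 enzyme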
# Target sequence (P78417 whole entry, looked up): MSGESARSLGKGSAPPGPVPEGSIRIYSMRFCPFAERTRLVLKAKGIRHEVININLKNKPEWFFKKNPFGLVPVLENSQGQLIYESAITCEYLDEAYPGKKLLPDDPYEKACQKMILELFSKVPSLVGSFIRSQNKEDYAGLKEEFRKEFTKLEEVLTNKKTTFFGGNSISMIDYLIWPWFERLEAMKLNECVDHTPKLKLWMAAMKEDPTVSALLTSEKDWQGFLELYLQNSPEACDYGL
# TPT1 inhibitor: blocks Candida albicans tRNA 2'-phosphotransferase | recombinant caTPT1, FP RNA substrate dephosphorylation | inhibition, % at 5 µM | 300,000 tested, 0.81% active;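 active = inhibition above the mean of all tested compounds plus 3 SD, set per screening campaign, cut at about 24% in these data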;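 also: plate controls were DMSO alone for no effect and ferristatin control at 100 nM for full effect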
# MCL1 BIM primary: inhibitors of human MCL1 binding to BIM-BH3 peptide; Q07820; GST-MCL1 / FITC-Bim-BH3 fluorescence polarization; inhibition, % at 10.9 µM; 320,000 tested, 0.68% active; AID 2057;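 active = inhibition above the mean inhibition of all tested compounds plus 3 SD, set per campaign, cut at about 40% in these data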;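 also: 0% = DMSO wells and 100% = unlabeled Bim-BH3 peptide control; higher means more loss of mP so more displacement of Bim peptide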
# Fam108B counter: Fam108B inhibition, counter-screen for RBBP9 inhibitors; recombinant Fam108B, FP-Rh probe fluorescence polarization; inhibition, % at 9.51 µM; 300,000 tested, 0.33% active; AID 1947;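 active = inhibition above the screen mean inhibition plus 3 SD, computed separately per campaign, cut at about 18% in these data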;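 also: inhibitors lower polarization as less probe binds the enzyme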
# PAD4 FP inh: PAD4 (human) enzyme inhibition. Q9UM07. recombinant PAD4, RCA probe fluorescence polarization. inhibition, % at 6.36 µM. 330,000 tested, 0.41% active. AID 485272;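 active = percent inhibition above a cutoff equal to the mean of all tested compounds plus 3 SD, cut at about 15% in these data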;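 also: 0% = PAD4 with RCA probe and DMSO and 100% = probe without PAD4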
# MEX-5 binding: C. elegans MEX-5 TCR-2 RNA binding activity; AID 1832; 300,000 tested, 0.38% active; Q9XUB2; activity score (negative = inhibition of binding), % at 10 µM; MEX-5/FITC-TCR2 RNA binding, fluorescence polarization; hits give low values;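 active = inhibition past about -25% in most replicates, and total fluorescence under double the plate's negative control median, limit read from the data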;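 also: 0% = DMSO and -100% = 5 µM competing unlabeled TCR2 RNA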
# Target sequence (Q9XUB2 whole entry, looked up): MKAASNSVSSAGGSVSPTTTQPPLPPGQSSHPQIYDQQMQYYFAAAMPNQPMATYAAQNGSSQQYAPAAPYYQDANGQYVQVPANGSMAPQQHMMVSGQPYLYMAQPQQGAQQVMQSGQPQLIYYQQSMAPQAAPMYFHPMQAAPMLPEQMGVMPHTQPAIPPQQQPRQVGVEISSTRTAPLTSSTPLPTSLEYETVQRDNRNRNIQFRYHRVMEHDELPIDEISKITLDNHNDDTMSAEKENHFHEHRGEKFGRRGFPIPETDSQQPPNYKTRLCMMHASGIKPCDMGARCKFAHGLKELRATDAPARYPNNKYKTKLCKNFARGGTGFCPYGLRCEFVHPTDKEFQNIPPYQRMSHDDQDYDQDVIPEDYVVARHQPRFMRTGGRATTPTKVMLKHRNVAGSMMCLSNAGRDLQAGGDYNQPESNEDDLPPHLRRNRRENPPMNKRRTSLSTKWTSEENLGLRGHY
# * = called active by the depositor; x = no result given. These rows are one share of the data (hit frequency here may not be typical).
SMILES,GLD-1 RNA inh,Bcl-xL primary,PME-1 inh,GSTO1 counter,TPT1 inhibitor,MCL1 BIM primary,Fam108B counter,PAD4 FP inh,MEX-5 binding
C=CCNC(=S)Nc1ccc(OC)c(S(=O)(=O)N2CCOCC2)c1,0,6,8,0,-1,7,-3,-4,2.7
COc1ccc(OC)c(-c2nc(C)sc2CC(=O)O)c1,0,1,1,0,3,-2,2,-2,-3.5
O=C(NCCCn1ccnc1)/C(=C\c1cccnc1)NC(=O)c1ccccc1Br,5,6,1,-1,-1,5,0,-4,-0.4
COc1ccc(N=c2oc3cc(O)ccc3cc2C(=O)NCC2CCCO2)c(OC)c1 (stereo not drawn),1,6,1,5,7,12,7,-2,1.9
O=C(CSc1nncn1-c1cccnc1)N(c1ccccc1)c1ccccc1,-2,3,-1,0,-1,3,-1,-4,-2.3
Cc1nn(C(C)C(=O)N2CCc3ccccc32)c(C)c1[N+](=O)[O-] (stereo not drawn),7,0,4,4,-1,6,-2,3,0.3
NNC(=O)C(Cc1ccc(O)cc1)N1Cc2ccccc2C1=O (stereo not drawn),2,0,0,-1,-4,30,-3,-1,0.4
CCC1Oc2ccc(C)cc2N(CC(=O)N(Cc2ccncc2)Cc2ccco2)C1=O (stereo not drawn),3,4,-2,1,-3,11,5,-2,-1.0
COc1ccc(-c2cc(C(=O)Nc3c(C)n(C)n(-c4ccccc4)c3=O)c3ccccc3n2)cc1,2,10,4,5,0,11,-3,1,0.1
CSc1ccccc1NC(=O)CN(c1ccccc1Br)S(C)(=O)=O,5,-3,3,-3,-2,-5,1,1,6.5
CC(=O)c1cccc(NC(=O)C(C)OC(=O)c2cccc(S(=O)(=O)N3CCN(C)CC3)c2)c1 (stereo not drawn),1,3,0,x,x,9,x,1,x
COc1ccc(NC(=S)N/N=C/c2cccn2Cc2ccc(F)cc2Cl)cc1,-4,3,8,0,5,5,6,0,x
C=CCn1c(Oc2ccccc2F)nc2c1c(=O)n(C)c(=O)n2C,0,6,4,-2,1,9,0,3,-1.3
O=C(O)Cc1ccc2c(c1)N(S(=O)(=O)c1cccc(C(F)(F)F)c1)CC(C(=O)O)O2 (stereo not drawn),2,1,1,0,0,2,-4,-4,-0.8
CCNS(=O)(=O)c1ccc(NS(=O)(=O)c2cc(C)ccc2C)cc1,6,5,14,2,-3,3,-6,1,2.5
Cc1noc(NS(=O)(=O)c2ccc(NC(=O)C(CC(C)C)N3C(=O)c4ccccc4C3=O)cc2)c1C (stereo not drawn),1,3,-4,9,2,0,1,-11,-0.2
Cc1cccc(Nc2nc(-c3ccc(F)c(C)c3)cs2)n1,-1,0,6,0,-1,-11,9,2,1.9
Cn1nc(C(F)(F)F)cc1C(=O)Nc1ccc(-c2ccno2)cc1,-4,2,-10,-8,-1,5,-5,-1,-3.1
CCOC(=O)C1=C(C)NC(C)=C(C(=O)OCC)C1C(=O)OCC(=O)NCCc1ccc(S(N)(=O)=O)cc1,-4,-2,0,-1,1,-4,1,-4,1.7
CCC1CCCCN1C(=O)Cn1nc([N+](=O)[O-])c(Cl)c1C (stereo not drawn),1,9,-1,5,-2,4,-2,-12,-0.7
COc1ccc(OCC(=O)NC(=S)Nc2ccc(N3CCOCC3)c(Cl)c2)cc1,9,15,25,4,-1,21,2,7,0.1
CC(C)Sc1nc(N)c2c3c(sc2n1)CN(C)CC3,-14,7,-6,18,4,5,-1,2,1.5
COc1ccccc1NC(=S)Nc1ccccn1,0,6,10,-3,1,16,-1,-3,0.3
Cc1ccc(C(=O)C2CCNCC2)cc1,3,5,-1,0,-3,7,-4,-1,1.9
CN(/C=C/C(=C\C=[N+](C)c1ccccc1)OCCCS(=O)(=O)[O-])c1ccccc1,4,-3,0,15,1,-20,4,0,-3.1
CC1CN(c2ccc(Cl)nn2)CC(C)O1 (stereo not drawn),4,2,6,0,0,4,0,-1,0.8
CC1CSC(N(C(=O)c2ccc(S(C)(=O)=O)cc2)c2ccc(Cl)cc2)=N1 (stereo not drawn),-13,-2,-2,-4,1,0,0,3,1.5
CCCC(=O)N1CCN(c2ccc(NC(=O)c3ccc(N4CCCC4)c([N+](=O)[O-])c3)cc2Cl)CC1,0,3,-1,6,-4,10,-1,-5,-0.7
O=C(c1ccccc1)C(C(=O)N1CCCCC1)n1ccccc1=O (stereo not drawn),-2,-1,-3,3,2,-10,-1,-4,-2.8
Cc1ccc(C(C)C)c(OCCCCCN2CCOCC2)c1,-7,0,5,0,2,-1,0,3,0.6
Cc1onc(-c2ccccc2)c1C(=O)N=C(N)c1ccc(Cl)cc1,-1,2,-9,8,-3,9,-3,1,-2.6
O=C(CCCN1C(=O)c2ccccc2C1=O)Nc1nncs1,2,1,-3,2,1,3,0,-6,0.7
COc1ccc(C)cc1-n1nnnc1SCc1nc2ccccc2s1,-3,-4,-5,-7,-1,1,-6,-2,0.0
O=C(Nc1cccc(-c2cn3cccnc3n2)c1)Nc1ccccc1F,4,6,-6,-5,-3,-5,-4,-2,-1.5
Cc1cn(C(=O)c2ccccc2)c(=S)n1-c1ccc(Cl)cc1,-4,-3,9,-1,-1,-1,-4,-4,0.2
COc1ccc(CCNC(=O)c2cc(C3CC3)on2)cc1OC,-3,5,3,-5,1,8,3,-3,-0.8
O=C1c2oc3ccccc3c(=O)c2C(c2cccs2)N1CCCN1CCOCC1 (stereo not drawn),9,13,-3,6,2,16,4,6,-4.3
O=Cc1ccc(OCC(=O)N2CCOCC2)cc1,1,6,-2,6,-1,7,-2,1,0.9
CCOc1ccc(N(CC(=O)NC2CCCCC2)C(=O)CCC(=O)Nc2ccccn2)cc1,3,2,-4,2,0,3,-1,5,2.9
CCCOc1ccc(N2C(=O)CC(N3CCC(c4nncn4CC)CC3)C2=O)cc1 (stereo not drawn),2,9,-9,-4,1,9,0,2,2.6
CC(=O)Nc1ccc(C2NC(=O)c3ccccc3O2)cc1 (stereo not drawn),2,4,-4,7,-3,6,-1,-5,3.6
COc1ccc(CN2C(=O)c3ccccc3C2=O)cc1C(=O)OCC(=O)NC1CCCCC1,7,0,9,-4,-1,-9,-6,2,1.3
CC(=NCCc1c(C)[nH]c2ccc(C)cc12)C1=C(O)CC(c2ccccc2)CC1=O (stereo not drawn),2,5,0,-1,-4,0,6,-3,0.7
Cc1ccc(C(=O)n2c(-c3ccccc3)cnc2SCC(=O)Nc2ccccc2)cc1,1,3,3,1,6,-10,0,3,2.2
O=C(Nc1ccc2ccccc2c1)c1ccc(Cl)cc1,-4,-2,1,-7,-2,-3,0,-5,0.1
CCc1cc2c(N=Nc3c(O)[nH]c4ccccc34)ncnc2s1,0,-2,8,7,4,0,3,2,-1.4
Cn1ncc([N+](=O)[O-])c1C(=O)Nc1ccc(-c2nc3ccccc3o2)cc1,9,5,-4,4,-2,1,3,1,1.2
COC(=O)C(Cc1c[nH]c2ccccc12)NC(=O)c1cncc(Br)c1 (stereo not drawn),1,0,-2,-2,3,-4,1,1,1.2
Cc1ccc(S(=O)(=O)N2CCC(C(=O)N[C@@H](C)C(=O)Nc3ccc(F)cc3)CC2)cc1,-8,-8,0,-6,-1,-20,-4,-2,-0.9
CC1=C(C(N)=O)C(c2cccnc2)n2nc(-c3cccc(C)c3)nc2N1 (stereo not drawn),-1,3,-6,11,1,0,-4,-1,x
C=CCOc1ccc(CNn2cn[nH]c2=S)cc1,-3,6,-2,-4,0,-4,1,0,-3.1
COc1cccc(C(=O)Nc2ccc(Cl)c(C(F)(F)F)c2)c1,3,-4,-23,-12,-2,-5,-15,-2,0.6
CCCN1CCC(=NNc2ccc(C(=O)O)cc2)CC1,4,4,2,14,-1,-2,-1,1,-2.1
O=C(N/N=C/c1ccc(-c2ccccc2[N+](=O)[O-])o1)[C@H]1C[C@@H]1c1ccccc1,6,-3,0,24,8,-16,-11,0,1.5
Cc1ccccc1NC(=S)NC1CCN(Cc2ccccc2)CC1,-4,11,3,3,-2,20,0,4,2.5
Cc1oc(S(=O)(=O)N2CCCC2)cc1C(=O)Nc1ccccc1,-2,3,0,4,1,3,-1,3,1.5
O=C(Nc1ccccc1N1CCCCC1)c1ccc(-c2cc(Cl)ccc2Cl)o1,4,2,-4,-3,2,0,-3,-2,1.3
Cc1ccc(S(=O)(=O)N(C)C)cc1-n1c(SCC(=O)Nc2ccccc2)nc2ccccc2c1=O,1,-1,-3,-6,1,1,-5,-5,-0.2
c1ccc2c(c1)nc(N1CCCCCC1)c1ccccc12,3,-6,2,8,-5,-13,-2,1,1.6
CC(=O)c1ccc(NC(=O)Cc2cccs2)cc1,-3,4,1,5,3,15,7,-2,-1.5
Cc1c(C(=S)NC(=O)C2CC2)c(=O)n(-c2ccccc2)n1C,-5,7,0,12,6,7,-4,2,4.6
O=C(c1ccco1)N1CCN(Cc2nc3ccccc3c(=O)n2-c2ccc(F)cc2)CC1,1,4,-4,4,-2,-2,-1,-4,-1.8

# 3 entries out of the list above, ordered by the value under Bcl-xL primary, ascending:
Structure | Bcl-xL primary
O=C(N/N=C/c1ccc(-c2ccccc2[N+](=O)[O-])o1)[C@H]1C[C@@H]1c1ccccc1 | -3
CC(=O)Nc1ccc(C2NC(=O)c3ccccc3O2)cc1 (stereo not drawn) | 4
Cc1c(C(=S)NC(=O)C2CC2)c(=O)n(-c2ccccc2)n1C | 7

# Structures shown so far that have fluorine, in the order listed:
SMILES,GLD-1 RNA inh,Bcl-xL primary,PME-1 inh,GSTO1 counter,TPT1 inhibitor,MCL1 BIM primary,Fam108B counter,PAD4 FP inh,MEX-5 binding
COc1ccc(NC(=S)N/N=C/c2cccn2Cc2ccc(F)cc2Cl)cc1,-4,3,8,0,5,5,6,0,x
C=CCn1c(Oc2ccccc2F)nc2c1c(=O)n(C)c(=O)n2C,0,6,4,-2,1,9,0,3,-1.3
O=C(O)Cc1ccc2c(c1)N(S(=O)(=O)c1cccc(C(F)(F)F)c1)CC(C(=O)O)O2 (stereo not drawn),2,1,1,0,0,2,-4,-4,-0.8
Cc1cccc(Nc2nc(-c3ccc(F)c(C)c3)cs2)n1,-1,0,6,0,-1,-11,9,2,1.9
Cn1nc(C(F)(F)F)cc1C(=O)Nc1ccc(-c2ccno2)cc1,-4,2,-10,-8,-1,5,-5,-1,-3.1
O=C(Nc1cccc(-c2cn3cccnc3n2)c1)Nc1ccccc1F,4,6,-6,-5,-3,-5,-4,-2,-1.5
Cc1ccc(S(=O)(=O)N2CCC(C(=O)N[C@@H](C)C(=O)Nc3ccc(F)cc3)CC2)cc1,-8,-8,0,-6,-1,-20,-4,-2,-0.9
COc1cccc(C(=O)Nc2ccc(Cl)c(C(F)(F)F)c2)c1,3,-4,-23,-12,-2,-5,-15,-2,0.6
O=C(c1ccco1)N1CCN(Cc2nc3ccccc3c(=O)n2-c2ccc(F)cc2)CC1,1,4,-4,4,-2,-2,-1,-4,-1.8
